HKDC1 inhibitor – HKDC1 hexokinase inhibitors, primary screen, biochemical, fluorescence, uHTS. 0.16% of 340,000 active. inhibition, % at 20 µM. recombinant HKDC1, G6PDH/diaphorase resazurin coupled fluorescence. AID 493160, 2011;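 active = inhibition above about 35% when tested at 20 µM, limit read from the data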;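 note: plate controls were DMSO wells with enzyme for no effect and DMSO wells lacking enzyme for full effect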
Target sequence (Q2TB90 whole entry, looked up): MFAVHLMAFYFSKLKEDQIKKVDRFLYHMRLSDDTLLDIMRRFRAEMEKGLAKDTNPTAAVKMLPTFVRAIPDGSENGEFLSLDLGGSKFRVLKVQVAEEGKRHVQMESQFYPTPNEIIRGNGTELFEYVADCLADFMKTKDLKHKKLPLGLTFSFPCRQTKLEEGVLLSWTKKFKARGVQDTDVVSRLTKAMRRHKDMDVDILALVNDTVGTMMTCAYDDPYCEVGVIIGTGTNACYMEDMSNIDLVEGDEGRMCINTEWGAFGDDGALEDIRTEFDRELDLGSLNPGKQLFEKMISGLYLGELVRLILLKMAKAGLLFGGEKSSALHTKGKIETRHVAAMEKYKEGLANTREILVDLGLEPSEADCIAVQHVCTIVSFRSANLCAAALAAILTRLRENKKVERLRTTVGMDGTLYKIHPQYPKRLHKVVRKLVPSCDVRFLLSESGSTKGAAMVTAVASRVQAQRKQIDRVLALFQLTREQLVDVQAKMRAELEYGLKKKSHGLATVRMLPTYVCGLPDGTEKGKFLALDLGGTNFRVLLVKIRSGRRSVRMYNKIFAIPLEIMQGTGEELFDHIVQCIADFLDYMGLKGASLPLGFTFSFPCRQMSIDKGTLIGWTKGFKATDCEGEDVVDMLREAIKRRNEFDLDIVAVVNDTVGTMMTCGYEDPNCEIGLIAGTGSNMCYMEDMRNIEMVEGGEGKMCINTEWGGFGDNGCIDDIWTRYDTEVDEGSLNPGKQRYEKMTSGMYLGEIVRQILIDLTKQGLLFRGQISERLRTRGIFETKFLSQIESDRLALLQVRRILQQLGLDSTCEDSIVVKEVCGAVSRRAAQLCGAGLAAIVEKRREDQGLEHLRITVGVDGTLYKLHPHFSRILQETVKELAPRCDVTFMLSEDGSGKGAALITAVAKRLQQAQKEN
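Assay system: recombinant HKDC1 hexokinase; detection: coupled resazurin fluorescence, excitation 525 nm, emission 613 nm; benchmarks: DMSO-plus-enzyme-mix negative control, buffer-substituted positive control; compound dosing: single 20 µM dose; schedule: 90 min at room temperature in dark; also added: glucose plus 1 mM ATP as hexokinase substrates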
Gli-Sufu block – Gli-Sufu pathway antagonists, primary screen, luciferase luminescence, Sufu-KO-LIGHT cells, uHTS | AID 588413, 2011 | inhibition, % at 5 µM | Sufu-KO-LIGHT fibroblasts, Gli luciferase reporter luminescence | 0.74% of 340,000 active;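 active = inhibition above about 55%, limit read from the data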;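 note: 0% = DMSO-treated cells and 100% = wells with medium but no cells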
Numbers without * were called inactive; & = joins results of further samples. The list is partial; count on the stated rates, not on these rows.

SMILES	HKDC1 inhibitor	Gli-Sufu block
Cc1cn(CC(=O)NCc2ccc(N(C)C)cc2)c(=O)[nH]c1=O	-5	-8
COc1cccc(NC(=O)CN(C)C(=O)c2cc(S(=O)(=O)Nc3ccccc3OC)ccc2C)c1	-5	1
Cc1ccc(S(=O)(=O)NCCCNC(=O)OCc2ccccc2)cc1	-6	8
O=C(COc1coc(CN2CCN(c3ccc(F)cc3)CC2)cc1=O)NC1CCCCC1	-1	0
O=C(NNC(=O)c1ccncc1)Nc1ccc(Cl)cc1	-2	-7
Cc1ccc(NC(=O)CN2C(=O)S/C(=C\C(=O)Nc3ccc(Cl)cc3)C2=O)cc1	-8	25
NC(=S)NN=C1c2cc(Cl)ccc2-c2c1cc(Cl)cc2[N+](=O)[O-]	-24	21
Cc1ccc(NC(=O)c2cc(NC(=O)/C=C\C(=O)O)ccc2N2CCCCC2)cc1	-1	-6
O=C(O)CSc1cc(NS(=O)(=O)c2cccc([N+](=O)[O-])c2)c2ccccc2c1O	59*	24
CC(Oc1nc2c(c(=O)n(C)c(=O)n2C)n1C)C1CCCCC1 (configuration not stated)	-2	10
COc1cc(/C=C(\C(=O)O)c2ccc(S(=O)(=O)N3CCCC3)s2)ccc1OCCC(C)C	2	-5
O=C(/C=C/c1ccco1)Nc1ccccn1	-9	-90
O=C1NC(=O)C(=Cc2ccccc2[N+](=O)[O-])S1	11	-4
CC1OC(c2ccccc2)OC2COC(c3ccccc3)OC12 (configuration not stated)	9	3
COc1cc(/C=C2\SC(=O)N(c3ccccc3Cl)C2=O)cc([N+](=O)[O-])c1O	7	20
CCN1CC=C2C(C1)C(c1ccc(Cl)s1)C(C#N)=C(N)C2(C#N)C#N (configuration not stated)	8	0
O=C(NC1c2ccccc2-c2ccccc21)N1CCCCC1	-1	-10
Cc1noc(C)c1C(=O)OCC(=O)/C=C1/N(C)c2ccccc2C1(C)C	-4	8
COC(=O)N1C(=O)[C@](CC(C)C)(c2ccccc2)N1C(=O)OC	6	-3
Cc1ccc(C2=NC(C)(C)NC2=O)cc1	2	0
Nc1cc(SCc2ccc(Cl)cc2Cl)ncn1	8	-5
N=C1S/C(=C\c2ccc(-c3ccccc3C(=O)O)o2)C(=O)N1c1ccc2c(c1)OCO2	18	7
Cn1cnc2c(ncn2C2OC(CO)C(O)C2O)c1=S (configuration not stated)	-8	9
Cc1ccc(NC(=O)COC(=O)c2ccc(OC(F)F)cc2)cc1S(=O)(=O)N1CCCCC1	2	-2
CCOC(=O)C1(C(=O)OCC)C(C(=O)c2ccccc2)C1c1ccccc1 (configuration not stated)	-3	5
COCCN(C(=O)c1cc(-c2ccccc2Cl)nc2ccccc12)c1c(N)n(CC(C)C)c(=O)[nH]c1=O	-3	-6
CC(=O)NC12CC3CC(C1)CC(C(=O)Nc1ccc(C)c(S(=O)(=O)N4CCCCCC4)c1)(C3)C2	-4	13
COc1ccc2nc(-c3ccccc3)[nH]c(=O)c2c1	-6	-63
CC(C)CN1CC(C)C(=O)N(c2ccccc2)C1=S (configuration not stated)	-7	4
CCCCOCCO	-4	1
C(#CCN1CCOCC1)CCCN1CCOCC1	3	11
CCCCN1CC(COCc2ccccc2)Oc2cccc(NCc3ccc(OC)cc3)c2S1(=O)=O (configuration not stated)	-3	1
CCOc1cc(/C=C(\CC(=O)O)c2nc3ccccc3s2)ccc1OCC(=O)Nc1cccc(C(F)(F)F)c1	3	-9
N#C/C(=C/c1ccc(-c2ccccc2)o1)c1nc(-c2cccs2)cs1	2	-1
NC1=C(Cl)C(=O)c2ccc(S(N)(=O)=O)cc2C1=O	-134	89*
CC(=O)NC1CC2CCCC(C1)N2C(=O)Nc1cccc(C(C)=O)c1 (configuration not stated)	-5	-4
CCOC(=O)c1c(-c2ccccc2)oc2cc(Br)c(O)c(C=O)c12	20	-14
Cc1ccccc1Nc1nc2nonc2nc1N1CCOCC1	-15	3
CC(=O)Nc1ccc(NC(=O)COC(=O)c2ccc(S(=O)(=O)N(C)c3ccccc3)cc2)cc1	2	4
Cc1cccc(N2CCN(CC(O)COc3ccccc3)CC2)c1 (configuration not stated)	0	-2
CSCCC1NC(=O)C(C(C)=Nc2ccccc2)=C1O (configuration not stated)	7	-13
Cc1cccc(NC(=O)c2cccc([N+](=O)[O-])c2O)c1C	-3	-78
Cc1cc2nc(/C=C/c3nc4cc(C)c(C)cc4[nH]3)[nH]c2cc1C	-3	-2
CC1CNC(=S)N(c2ccc(F)cc2)C1=O (configuration not stated)	-6	-7
Cc1ccc(-c2nnc(-c3cccc4ccccc34)o2)cc1	0	-77
CCCCn1c(N)c(N(CC(C)C)C(=O)Cc2ccc(S(=O)(=O)N3CCOCC3)s2)c(=O)[nH]c1=O	-4	-8
CCN1CCCC1CNC(=O)c1cn(C)c2ccc(S(=O)(=O)N3CCCCCC3)cc2c1=O (configuration not stated)	0	1
C=CCn1c(SCC(=O)c2[nH]c(C)c(C(=O)OC)c2C)nc2scc(-c3ccc(OC)c(OC)c3)c2c1=O	-1	15
N#CCCN(C(=O)COC(=O)c1cccc(S(=O)(=O)N2CCCCCC2)c1)c1ccc(F)cc1	-1	1
COc1cc(C2C3=C(COC3=O)Oc3cc4c(cc32)OCO4)cc(OC)c1OC(C)=O (configuration not stated)	2	63*

Two of the compounds above, as labelled records:
CCN1CCCC1CNC(=O)c1cn(C)c2ccc(S(=O)(=O)N3CCCCCC3)cc2c1=O (configuration not stated)
  HKDC1 inhibitor: 0; Gli-Sufu block: 1

C=CCn1c(SCC(=O)c2[nH]c(C)c(C(=O)OC)c2C)nc2scc(-c3ccc(OC)c(OC)c3)c2c1=O
  HKDC1 inhibitor: -1; Gli-Sufu block: 15

Continued.
SMILES	HKDC1 inhibitor	Gli-Sufu block
O=[N+]([O-])c1cccc(COc2ccc(CN3CCOCC3)cc2)c1	-4	-70
Clc1ccccc1NCSC1=NCCS1	0	2
O=C(NC1(C(=O)O)CCCC1)c1ccccc1	-5	4
CCOc1ccc(NC(=O)CN(C)C(=O)c2ccc(OCC(=O)N3CCOCC3)c(OC)c2)cc1OCC	-1	-9
O=C1c2ccccc2C(=O)C12OC2c1ccc(Cl)cc1Cl (configuration not stated)	25	26
CN=C1c2cc3cc(OC)ccc3n2CCN1Cc1ccccc1	-1	2
CCCC(=O)Nc1cc(OC)c(NC(=S)Nc2ccc(CC)cc2)cc1OC	1	-15
CCOC(=O)c1oc2cc(O)cc(C)c2c1C	-3	-7
CN1CC=C2C(C#N)=C(N)C(C#N)(C#N)C(Cc3ccccc3)C2C1 (configuration not stated)	6	11
CCOC(=O)CCN(C(=S)Nc1ccccc1)C1CCCCC1	-9	9
COCCn1c(SCC(=O)NCC(c2ccccc2)N(C)C)nc2sc3c(c2c1=O)CCC3 (configuration not stated)	-1	17
OC(CN1CCCCC1)c1ccc2c3c(cccc13)CC2 (configuration not stated)	-6	7
Cc1cc(OC(=O)C(c2ccccc2)c2ccccc2)c([N+](=O)[O-])c(=O)[nH]1	14	-7
CC(OC(=O)CCNS(=O)(=O)c1ccccc1)C(=O)Nc1ccc(S(=O)(=O)N2CCCCC2)cc1 (configuration not stated)	-2	-6
O=C(O)CCC1(CCC(=O)O)CCCC(CCC(=O)O)(CCC(=O)O)C1=O	-6	4
N#C/C(=C\Nc1ccc2cn[nH]c2c1)c1nc(-c2ccccc2)cs1	0	1
O=c1[nH]c2ccc(Br)cc2o1	-5	3
O=C1CC(c2ccc(F)cc2)Sc2nc(C34CC5CC(CC(C5)C3)C4)nn21 (configuration not stated)	4	1
C=CCn1ccc(=O)nc1SC	-7	-48
CCCCC1OC2(C)OC(=N)C1(C#N)C(C#N)(C#N)C2c1ccccc1 (configuration not stated)	10	3
C#CCN(C[C@@H](CC(C)C)NC(=O)OC(C)(C)C)S(=O)(=O)c1ccc(Br)cc1F	1	0
Oc1ccc(C=NNC(=S)Nc2cccnc2)nc1	-36	-9
Cc1ccc(S(=O)(=O)N2CCN(C(=O)COC(=O)c3ccccc3OC(F)F)CC2)c(C)c1	4	-9
CCC1(O)CCCC2C3CCC4CC(=O)CCC4(C)C3C(=O)CC21C (configuration not stated)	-6	-6
OC(CCCN1CCCCC1)(c1ccccc1)c1ccccc1	-4	9
Cc1[nH]nc(C(=O)NN=Cc2ccccc2Cl)c1N=NN(C)C	3	-25
CC[C@@H](NC(=O)Cn1cc(C)c(=O)[nH]c1=O)c1ccccc1	-4	-9
CCC(C)n1c(C)cc(=O)n1C(C)CC (configuration not stated)	-4	0
Cn1cc(/C=C2\SC(=S)N(NC(=O)c3ccccc3)C2=O)c2ccccc21	-1	-12
S=c1[nH]c2ccc(Cl)cc2s1	-3	-6
CC(=NO)C1CCC2C3CCC4=CC(=NO)CCC4(C)C3C(=O)CC12C (configuration not stated)	-1	7
C=CCn1cc(C(=O)NCc2ccc3c(c2)OCO3)c(=O)c2cc(S(=O)(=O)N(CC)CC)ccc21	0	9
Cc1c(C)c([N+](=O)[O-])c(C)c(C)c1N	-4	2
OC(COc1c(Br)cc(Br)cc1Br)CN1CCOCC1 (configuration not stated)	-5	0
O=C(O)c1cc(=S)nc[nH]1	-3	-7
CSCCC(NS(=O)(=O)c1ccc(C)cc1)C(=O)N(C)CC(=O)Nc1ccccc1Br (configuration not stated)	4	-15
Cc1ccc(S(=O)(=O)N2CCN(C(C(=O)Nc3ccc(F)cc3)c3ccccc3)CC2)cc1 (configuration not stated)	-6	4
NCCN1CCN(CCN)CC1	-9	18
CCOC(=O)N1CCN(S(=O)(=O)c2ccc3c(c2)NC(=O)CO3)CC1	-4	-1
CC(OC(=O)c1cccc(S(=O)(=O)N(C)C)c1)C(=O)NCC(=O)Nc1ccc(F)c(F)c1F (configuration not stated)	-4	-3
CN1CCN(Cc2nc3ccccc3c(=O)n2Cc2nc(-c3ccc4ccccc4c3)cs2)CC1	-4&10	8&22
CCOc1ccc(NC(=O)N(O)C2(C#N)CCCCC2)cc1	4	-2
C[C@@H]1CN([C@@H](C)CO)C(=O)c2cc(NS(C)(=O)=O)ccc2O[C@@H]1CN(C)Cc1ccc(C(F)(F)F)cc1	1	-7
CCCCN1CC(COCc2ccccc2)Oc2cccc(Oc3cc(C)c(C)c(C)c3)c2S1(=O)=O (configuration not stated)	-1	4
Cc1sc(-c2ccccn2)nc1OC(=O)c1ccc(F)cc1F	-50	-3
C[C@H](CO)N1C[C@H](C)[C@@H](CN(C)C(=O)NC2CCCCC2)Oc2ccc(NC(=O)C3CC3)cc2C1=O	-8	4
O=C(CSc1nnc2c(n1)[nH]c1ccccc12)Nc1ccc(S(=O)(=O)Nc2ncccn2)cc1	4	-2
O=C(NCCOC(=O)c1c(F)cccc1Cl)c1c(F)cccc1Cl	-4	6
O=C(NC(C(=O)c1ccccc1)c1ccccc1)c1ccccc1 (configuration not stated)	-4	-12
O=S(=O)(CC(CN1CCCCC1)N1CCCCC1)c1ccc2ccccc2c1 (configuration not stated)	3	10
Continued.
SMILES	HKDC1 inhibitor	Gli-Sufu block
Cn1c(=O)c2c(nc(CN3CCC(Cc4ccccc4)CC3)n2CCN2CCOCC2)n(C)c1=O	-2	13
COC(=O)C1C(OC)=CC(=O)C2CCCCC21 (configuration not stated)	-4	4
CCN1C(=O)/C(=C/c2nc3ccccc3c(=O)[nH]2)c2ccccc21	8	-11
O=C(NC1CC1)c1ccc(NC(=O)C2CCCCC2)cc1	-7	-4
N[C@@H](Cc1ccc(O)c(O)c1)C(=O)O	2	-10
CCCCc1nc2ccccc2c(=O)n1NC(=O)c1c(O)c2c(n(CC(C)C)c1=O)CCCC2	-2	-20
Cc1c(/C(O)=C2/C(=O)C(=O)N(CCN3CCOCC3)C2c2ccco2)cnn1-c1ccccc1 (configuration not stated)	-9	12
CCN(CC)c1ccc(/C=C/c2cc(-c3ccccc3)c3ccccc3n2)cc1	15	-3
CN(CCc1ccccn1)c1ccccc1	1	-26
CN(CCc1ccccc1)C(=O)c1cccc(NC(=O)Cc2cccc(NC(=O)C3CCCN(C(=O)c4ccccc4)C3)c2)c1 (configuration not stated)	-1	4

Among those listed so far, these have an NH in an aromatic ring:
SMILES	HKDC1 inhibitor	Gli-Sufu block
Cc1cn(CC(=O)NCc2ccc(N(C)C)cc2)c(=O)[nH]c1=O	-5	-8
COCCN(C(=O)c1cc(-c2ccccc2Cl)nc2ccccc12)c1c(N)n(CC(C)C)c(=O)[nH]c1=O	-3	-6
COc1ccc2nc(-c3ccccc3)[nH]c(=O)c2c1	-6	-63
Cc1cc2nc(/C=C/c3nc4cc(C)c(C)cc4[nH]3)[nH]c2cc1C	-3	-2
CCCCn1c(N)c(N(CC(C)C)C(=O)Cc2ccc(S(=O)(=O)N3CCOCC3)s2)c(=O)[nH]c1=O	-4	-8
C=CCn1c(SCC(=O)c2[nH]c(C)c(C(=O)OC)c2C)nc2scc(-c3ccc(OC)c(OC)c3)c2c1=O	-1	15
Cc1cc(OC(=O)C(c2ccccc2)c2ccccc2)c([N+](=O)[O-])c(=O)[nH]1	14	-7
N#C/C(=C\Nc1ccc2cn[nH]c2c1)c1nc(-c2ccccc2)cs1	0	1
O=c1[nH]c2ccc(Br)cc2o1	-5	3
Cc1[nH]nc(C(=O)NN=Cc2ccccc2Cl)c1N=NN(C)C	3	-25
CC[C@@H](NC(=O)Cn1cc(C)c(=O)[nH]c1=O)c1ccccc1	-4	-9
S=c1[nH]c2ccc(Cl)cc2s1	-3	-6
O=C(O)c1cc(=S)nc[nH]1	-3	-7
O=C(CSc1nnc2c(n1)[nH]c1ccccc12)Nc1ccc(S(=O)(=O)Nc2ncccn2)cc1	4	-2
CCN1C(=O)/C(=C/c2nc3ccccc3c(=O)[nH]2)c2ccccc21	8	-11

Screening data deposited in PubChem by Sanford-Burnham Center for Chemical Genomics.
